ERK AVP block = blocks ERK signaling stimulated by vasopressin | Potency, µM (top dose mostly 57.5 µM), for the others: at the highest dose activity, negative = inhibition, hits mostly inhibitors | AID 995 | HEK293-V1b, vasopressin-stimulated pERK AlphaScreen | hit rate 0.99% among 72,000; further: potency means the concentration at half of the fitted maximal effect; on the % scale 0 is the no-effect control and ±100 the full control effect; nearly all actives have a fitted effect of over 55% in size
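Phosphorylated ERK1/2 detected via AlphaScreen bead proximity in lysates of V1b-expressing HEK293 cells given 25 nM vasopressin for 5 min after 30 min compound exposure (37 °C). AC50 from Hill equation; basal DMSO 0%, vasopressin 100%.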
A350 fluor = A350 region autofluorescence; Compound autofluorescence, 340/450 nm, Alexa 350 dye-equivalents; active compounds read high; hit rate 11% among 59,000; max dye-equivalent concentration, M; in the data active means max dye-equivalent concentration above about 10 nM; inconclusive means mostly about 1.1 nM to 9.6 nM
BRCT inh green = blocks human BRCA1 BRCT binding to phosphopeptide, green readout. P38398. Potency, µM (top dose mostly 76.9 µM), for inactives: at the highest dose activity change, negative = inhibition, most hits filed as inhibitors. hit rate 0.05% among 75,000. BRCA1 BRCT-phosphopeptide binding, green fluorescence polarization. AID 875;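 further: potency means the concentration at half of the fitted maximal effect; plate controls were peptide without protein for full effect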
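Fluorescence polarization: His-tagged BRCT (~35 kDa BRCA1 C-terminus, 250 nM) bound to 100 nM fluorescein-labeled phosphorylated 10-aa BACH1 peptide, pH 7.3 phosphate buffer with DTT and Tween 20. Compounds incubated 12 min at room temperature; inhibition read as lowered polarization.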
Tau filament bind = tau filament binding. P10636. recombinant tau filaments, thioflavin S fluorescence, 15 h; filaments grown with octadecylsulfate alongside compound. Potency, µM (top dose mostly 57.1 µM), without a hit: at the top dose activity change, negative = inhibition. hit rate 2% among 71,000;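 further: potency means the concentration at half of the fitted maximal effect; on the % scale 0 is the no-effect control and ±100 the full control effect; actives lower thioflavin S fluorescence by blocking filaments or displacing dye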
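Assay mix: 1 uM His-tagged tau, 30 uM sodium octadecylsulfate, thioflavine S dye in HEPES/NaCl/DTT buffer. Compound is added prior to the inducer. Fluorescence after 15 h at 37 C.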
USP2a inhib = blocks human ubiquitin-specific protease USP2a. O75604. USP2a enzymatic assay, qHTS inhibition. Potency, µM (top dose mostly 38.3 µM), for inactives: at the highest dose activity change, negative = inhibition, hits mostly inhibitors. hit rate 0.1% among 60,000. AID 927;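 further: potency means the concentration at half of the fitted maximal effect; nearly all actives have a fitted effect of over 60% in size; plate controls were DMSO for no effect and NEM full inhibition control for full effect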
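USP2 core (20 nM final) was preincubated with compound for 30 min at RT in 20 mM Tris-HCl pH 8.0, 2 mM CaCl2, 2 mM beta-mercaptoethanol; Ub-PLA2 (20 nM) plus NBD C6-HPC (20 uM) then added, fluorescence read after 2.5 h.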
CRE-bla Fsk = alters forskolin-stimulated CRE reporter signaling in CHO cells; Potency, µM (top dose mostly 38.2 µM), inactives show at the top dose activity change, negative = inhibition, usual class: activators; CHO CRE-bla reporter (cAMP response element driving beta-lactamase), forskolin EC10, beta-lactamase ratio; hit rate 2.5% among 71,000; active means well fitted activation curve with a large enough effect in the signal ratio, with a control signal flat, not every such curve was filed as active; inconclusive means small, poorly fitted or top-dose-only effect, or effect the other way, or a change in a side signal; the % refers to the signal ratio; further: potency means the concentration at half of the fitted maximal effect; % of control where 0% means no effect
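qHTS titration format; CRE-bla CHO reporter; stimulus EC10 NKH 477, a water-soluble forskolin. Read: CCF4 460/530 nm ratio. Potency expressed as AC50 for activators or inhibitors.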
FLuc inh = inhibitors of firefly luciferase; P08659; AID 411; Potency, µM (titrated, usually from 57.1 µM), inactives show at the highest dose activity change, negative = inhibition, actives largely listed as inhibitors; purified firefly luciferase, luminescence, 8 min; hit rate 2.2% among 72,000; further: potency means the concentration at half of the fitted maximal effect; on the % scale 0 is the no-effect control and ±100 the full control effect; nearly all actives have a fitted effect of over 40% in size
Target sequence (P08659 whole entry, looked up): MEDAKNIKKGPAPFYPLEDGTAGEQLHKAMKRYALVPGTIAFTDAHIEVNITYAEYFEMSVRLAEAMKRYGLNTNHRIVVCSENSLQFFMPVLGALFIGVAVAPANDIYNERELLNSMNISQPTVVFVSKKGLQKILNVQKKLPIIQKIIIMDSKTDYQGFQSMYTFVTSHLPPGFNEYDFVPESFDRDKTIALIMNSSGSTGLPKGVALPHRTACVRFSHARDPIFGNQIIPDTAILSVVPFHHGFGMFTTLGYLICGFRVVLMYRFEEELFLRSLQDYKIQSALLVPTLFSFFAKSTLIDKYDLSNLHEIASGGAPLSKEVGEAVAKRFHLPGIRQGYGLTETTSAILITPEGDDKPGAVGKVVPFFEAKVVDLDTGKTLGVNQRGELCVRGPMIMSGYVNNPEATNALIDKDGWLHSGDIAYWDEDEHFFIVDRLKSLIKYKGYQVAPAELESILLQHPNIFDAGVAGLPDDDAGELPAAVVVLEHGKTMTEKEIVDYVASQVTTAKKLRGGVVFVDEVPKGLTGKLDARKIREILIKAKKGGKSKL
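Here, luciferase activity is measured as luminescence following an 8 min room-temperature reaction at 10 uM ATP, pH 7.2. Every library sample is titrated.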
BRCT PPI red = BRCT-phosphoprotein interaction inhibition (red fluorophore). BRCT-phosphopeptide binding, red fluorescence polarization. AID 892. Potency, µM (titrated, usually from 76.9 µM), for inactives: at the highest dose activity change, negative = inhibition, hits mostly inhibitors. hit rate 0.03% among 75,000. P38398; further: on the % scale 0 is the no-effect control and ±100 the full control effect
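Rhodamine-labelled pBACH1 10-mer (100 nM) bound to BRCT domain (100 nM) at pH 7.3; compounds incubated 12 min room temperature, polarization read. Free peptide defines full inhibition; unlabelled decapeptide titrated as control.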
Casp7 inh = caspase-7 (human) inhibition, allosteric or competitive; Potency, µM (top dose mostly 57.5 µM), without a hit: at the top dose activity change, negative = inhibition, most hits filed as inhibitors; hit rate 0.02% among 75,000; P55210; recombinant caspase-7, Ac-DEVD-AFC fluorescence rate; active means well fitted inhibition curve with a large enough effect in the main read-out, with a control signal flat, not every such curve was filed as active; inconclusive means small, poorly fitted or top-dose-only effect, or a change in a side signal; further: potency means the concentration at half of the fitted maximal effect; % of control where 0% means no effect
Target sequence (P55210 24-198 limits assumed): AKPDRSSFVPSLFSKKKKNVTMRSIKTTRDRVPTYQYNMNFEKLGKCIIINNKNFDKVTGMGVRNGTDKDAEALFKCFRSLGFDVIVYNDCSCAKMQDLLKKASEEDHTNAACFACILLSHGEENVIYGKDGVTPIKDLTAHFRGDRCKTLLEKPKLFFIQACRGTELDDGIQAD
Target sequence (P55210 207-303 limits assumed): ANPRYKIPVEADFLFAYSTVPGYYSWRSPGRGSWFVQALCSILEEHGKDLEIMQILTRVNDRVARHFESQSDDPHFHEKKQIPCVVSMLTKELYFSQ
Caspase-1 inhib = allosteric or competitive inhibitors of human caspase-1 | P29466 | Caspase-1 enzyme, Ac-WEHD-AFC fluorogenic rate | Potency, µM (highest dose often 57.5 µM), for the others: top-dose activity change, negative = inhibition, actives largely listed as inhibitors | hit rate 0.03% among 75,000;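 further: potency means the concentration at half of the fitted maximal effect; plate controls were vehicle for no effect and no substrate for full effect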
HEK293 cAMP cs = parental HEK293 cAMP activation (counter-screen) | parental HEK293 CNG cAMP sensor, membrane potential fluorescence | hit rate 2.5% among 73,000 | Potency, µM (doses to about 57.1 µM), for the others: at the top dose activation, actives largely listed as activators | AID 938; further: potency means the concentration at half of the fitted maximal effect; % of control where 0% means no effect; nearly all actives have a fitted effect of over 55% in size
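Parental HEK 293 cells stably expressing a modified CNG channel (no TSHR) report cAMP rise as membrane depolarization. Membrane potential dye with 100 uM RO 20-1724 was loaded for 60 min at room temperature, then compound added for 30 min; fluorescence read at 590 nm.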
The depositor's hits bear a star; i = inactive; ? = inconclusive; . = not tested or not shown; [ ] = remark or other dose. Unless noted, the call rests on the fitted dose curve; in most records, active means well fitted curve in the direction sought with a large enough effect; inconclusive means small, poorly fitted or top-dose-only effect, or another doubt; inactive means no such curve, though single readings can be large; an effect the other way counts as inactive or inconclusive. Not a hit list. About 16% of those tested had a hit in this group.

SMILES	ERK AVP block	A350 fluor	BRCT inh green	Tau filament bind	USP2a inhib	CRE-bla Fsk	FLuc inh	BRCT PPI red	Casp7 inh	Caspase-1 inhib	HEK293 cAMP cs
O=C(Nc1c2c(nn1-c1ccc(F)cc1)CS(=O)(=O)C2)C12CC3CC(CC(C3)C1)C2	-4%	i	0.7%	-9%	8%	-6%	-1%	-1.3%	2%	-9%	16µM*
O=c1[nH]c(Cc2cccs2)nc2ccccc12	-13%	i	-0.7%	-18%	-4%	?	2%	0.5%	7%	3%	-4%
CCN(CC)C1=CC(=O)OC12CCCCC2	-20%	.	0.7%	0%	-3%	-9%	0%	-0.1%	1%	2%	10%
O=C(Nc1cccc(N2CCCC2)c1)c1cccs1	?	?	-1.4%	13µM*	37%[activator]	-12%	-20%	-1.7%	-2%	0%	-21%
COC(=O)c1cc(-c2ccccc2)n[nH]1	19%	i	-2.1%	-11%	1%	-7%	-2%	-0.4%	0%	0%	-16%
COc1cc(OC)cc(C(=O)Nc2cc(NC(=O)c3ccco3)ccc2OC)c1	?	i	0.4%	2%	12%	?	-10%	1.5%	0%	-2%	?
CCOc1cc2[nH]c(=S)n(CCCC(=O)NCc3ccco3)c(=O)c2cc1OCC	25%	i	-0.8%	i	0%	?	-1%	-0.9%	0%	1%	-3%
O=C(c1ccccc1)N1CCN(C2CCCCCC2)CC1	6%	i	-2.2%	1%	1%	3%	0%	-0.8%	-1%	1%	-1%
CC(C)(C)c1cc(NC(=O)c2cc(F)c(F)c(F)c2F)no1	.	.	-1.7%	.	.	.	.	0.1%	0%	-2%	12%
O=C(NCCOC(=O)c1ccc(Cl)c(S(=O)(=O)N2CCCCC2)c1)c1ccncc1	?	1.6e-08M*	1.8%	1%	31%[activator]	-10%	0%	-0.7%	-3%	-2%	-5%
COc1ccccc1N1CCN(C(=O)CSc2nnc(NC(=O)C3CC3)s2)CC1	5%	i	-2.7%	-14%	4%	?	1%	0.2%	7%	1%	-14%
COc1ccc(C)cc1NC(=O)CCN1CCCC1	-4%	i	0.0%	3%	-4%	-3%	1%	-0.4%	-2%	-1%	1%
C=CCOc1ccc(C2c3c(oc4ccccc4c3=O)C(=O)N2CCCN2CCOCC2)cc1 (stereo unspecified)	-9%	?	-0.3%	?	38%[activator]	-14%	1%	0.7%	-2%	-2%	18%
COc1cc(C(=O)OCC(=O)c2cc(C)n(C)c2C)cc(OC)c1OC	?	i	-2.8%	5%	6%	2.5µM*	-2%	-2.3%	-1%	-1%	16%
COc1cccc(OC)c1C(=O)Nc1ccc(CN2CCOCC2)cc1	-9%	i	-0.7%	18%	-3%	4%	1%	-0.4%	0%	-1%	0%
CCC(C)[C@H](NC(=O)NC1CCCc2ccccc21)C(=O)O (stereo partly specified)	5%	?	0.6%	-1%	-6%	-13%	4%	-0.4%	-2%	-2%	7%
CC(C)CCNC(=O)C1C2C=CC3(CN(Cc4ccccc4Cl)C(=O)C13)O2 (stereo unspecified)	.	.	0.7%	-3%	.	-14%	2%	1.0%	1%	-3%	-8%
Cc1ccc2nc(-c3ccc(SCC(=O)O)nc3)[nH]c2c1	7%	?	-0.1%	-4%	3%	3%	-27%	-1.6%	1%	-2%	9%
CCOc1ccc2nc(NC3=NCN(Cc4ccco4)CN3)nc(C)c2c1	-1%	3.2e-08M*	-0.8%	-9%	5%	-12%	0%	0.8%	-2%	-1%	3%
O=C(CSc1ccc2nnc(-c3ccccc3)n2n1)N1CCN(c2ccccc2)CC1	.	.	-0.9%	1.6µM*	.	?	1%	1.4%	1%	4%	7%
Cc1ccc(C(=O)Nc2nnc(-c3ccncc3)s2)o1	.	.	-0.5%	.	.	.	.	-0.5%	0%	-4%	-13%
CCN1CCN(CCNC(=O)C2CCN(Cc3nc(-c4ccc(Cl)cc4)oc3C)CC2)CC1	4%	.	0.2%	5%	.	-3%	3%	0.7%	7%	1%	0%
Cc1ccccc1OCCCC(=O)Nc1ccc2c(c1)OCO2	6%	i	-0.7%	?	18%	-10%	-2%	-2.0%	1%	-2%	28%
Cc1nc2c(-c3ccc(F)cc3)c(C)nn2c(C)c1CCC(=O)N1CCN(c2ccccn2)CC1	9%	.	0.8%	144%	.	9%	3%	-2.8%	-1%	-7%	8%
CCOc1ccc(S(=O)(=O)NCCN2CCOCC2)c2ccccc12	.	.	-1.7%	.	.	.	.	-2.0%	0%	0%	?

Sorted by length of the SMILES (largest number first): part of the list above
SMILES	ERK AVP block	A350 fluor	BRCT inh green	Tau filament bind	USP2a inhib	CRE-bla Fsk	FLuc inh	BRCT PPI red	Casp7 inh	Caspase-1 inhib	HEK293 cAMP cs
CCN1CCN(CCNC(=O)C2CCN(Cc3nc(-c4ccc(Cl)cc4)oc3C)CC2)CC1	4%	.	0.2%	5%	.	-3%	3%	0.7%	7%	1%	0%
CC(C)CCNC(=O)C1C2C=CC3(CN(Cc4ccccc4Cl)C(=O)C13)O2 (stereo unspecified)	.	.	0.7%	-3%	.	-14%	2%	1.0%	1%	-3%	-8%
Cc1ccc(C(=O)Nc2nnc(-c3ccncc3)s2)o1	.	.	-0.5%	.	.	.	.	-0.5%	0%	-4%	-13%

Returning to the listing, repeating the two entries before the break.
SMILES	ERK AVP block	A350 fluor	BRCT inh green	Tau filament bind	USP2a inhib	CRE-bla Fsk	FLuc inh	BRCT PPI red	Casp7 inh	Caspase-1 inhib	HEK293 cAMP cs
Cc1nc2c(-c3ccc(F)cc3)c(C)nn2c(C)c1CCC(=O)N1CCN(c2ccccn2)CC1	9%	.	0.8%	144%	.	9%	3%	-2.8%	-1%	-7%	8%
CCOc1ccc(S(=O)(=O)NCCN2CCOCC2)c2ccccc12	.	.	-1.7%	.	.	.	.	-2.0%	0%	0%	?
Cc1onc(-c2c(F)cccc2Cl)c1C(=O)Nc1ccc(S(=O)(=O)Nc2ncccn2)cc1	-22%	?	-0.5%	12%	0%	?	-30%	1.8%	2%	0%	-5%
CCOC(=O)N1CCN(C(=O)C(c2ccccc2)c2ccccc2)CC1	6%	.	-1.0%	0%	-7%	-2%	1%	-2.1%	1%	0%	?
COC(=O)C1OC(=O)C2O[C@@]23[C@]2(C)C(OC(C)=O)CC4C(C)(C)C(=O)CC[C@]4(C)C2CC[C@@]13C (stereo partly specified)	-9%	.	-1.1%[3.08 µM]	.	12%	.	.	0.6%	-4%	3%	.
Brc1ccccc1-c1nnc2sc(Cc3ccccc3)nn12	?	i	-0.4%	-4%	6%	7%	2%	0.5%	-2%	-3%	6%
CC(NC(=O)OCc1ccccc1)C(=O)NCC1CCCO1 (stereo unspecified)	4%	i	-3.5%	3%	.	-4%	0%	-0.7%	2%	1%	5%
CCOc1ccc(-c2noc(=O)[nH]2)cc1	1%	i	1.6%	6%	0%	-1%	-11%	0.2%	2%	-4%	5%
CC(=O)N1CCc2cc(Br)cc(S(=O)(=O)N3CCN(c4ccccn4)CC3)c21	15%	i	0.1%	3%	3%	2%	3%	-0.3%	-7%	0%	0%
CC(=O)c1nc2ccccc2n1S(=O)(=O)c1ccc(C)cc1	-14%	?	-0.2%	-1%	-12%	-6%	-6%	-0.3%	-1%	1%	8%
COc1ccc(C)cc1C(=O)CCC(=O)Nc1ccccc1N1CCOCC1	24%	i	-1.0%	3%	8%	-6%	4%	-0.4%	1%	-1%	4%
CO[C@@H]1COC(=O)C/C=C\[C@@H](C)[C@H](OC)COC(=O)[C@@H](C)COC(=O)C/C=C\[C@H]1C	8%[11.5 µM]	.	-1.2%[15.4 µM]	.	.	.	0%[11.4 µM]	1.1%[15.4 µM]	0%[11.5 µM]	0%[11.5 µM]	0%[11.4 µM]
N#Cc1cc2c(nc1SCC1COc3ccccc3O1)CCC2 (stereo unspecified)	.	.	-4.5%	.	.	.	.	-2.8%	-3%	-4%	?
COc1ccc(C)cc1Nc1cc(C)nc2nc(C)nn12	-21%	.	3.0%	-5%	.	10µM*	-5%	0.2%	-1%	-3%	12%
O=c1c2cc(N3CCOCC3)ccc2[nH]c(=S)n1CCCN1CCCCC1	6%	2.4e-08M*	1.4%	-1%	-3%	-7%	3%	0.2%	-28%	?	-4%
Cn1nnc(NC(=O)CSc2ccc(Cl)cc2)n1	-8%	i	-1.1%	-6%	11%	-7%	-1%	1.1%	0%	-1%	-2%
Cn1c(CNc2nc3ccccc3n2CCN2CCCCC2)nc2ccccc21	-28%	i	-1.4%	10%	33%[activator]	-24%	0%	0.9%	-1%	2%	?
O=C(NCc1ccncc1)c1cnccn1	-15%	?	-1.6%	0%	-5%	-6%	1%	-0.2%	0%	0%	1%
CC(=O)NC1C(=O)Nc2c1cccc2C(F)(F)F (stereo unspecified)	-9%	i	-3.2%	-12%	0%	1%	-2%	-1.6%	0%	1%	4%
